High-throughput results (PubChem BioAssay)
TRPC6 inh – mouse TRPC6 channel inhibitors, primary screen, cell-based, HEK293, membrane potential dye | ACh-evoked depolarization; active compounds read low | AID 2553, 2010 | B-score at 10 µM | 310,000 compounds, 1.1% hits | Short transient receptor potential channel 6 (Mus musculus), Q61143;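 active = B-score under library mean minus 3 SD, initial fluorescence not abnormally high, positive integrated signal ratio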;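 also: B-score derived from integrated fluorescence ratio over the kinetic read; more negative B-score means stronger inhibition of depolarization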
TRPC6 act – mouse TRPC6 channel activators, primary screen, cell-based, HEK293, membrane potential dye | Short transient receptor potential channel 6 (Mus musculus), Q61143 | HEK293-TRPC6 membrane potential dye fluorescence; active compounds read high | B-score at 10 µM | 310,000 compounds, 0.13% hits;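 active = B-score of the integrated fluorescence ratio above library mean plus 3 SD, and starting fluorescence ratio within library mean plus 5 SD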;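 also: higher score means more depolarization so channel activation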
Platelet DG rel – inhibitors of platelet dense granule secretion, primary screen, cell-based, MLPCN, human platelets; AID 1663, 2009; inhibition, %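 (compounds screened at 7.5 µM in platelet-rich plasma)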; human platelet-rich plasma, SFLLRN dense granule ATP release, luminescence; 300,000 compounds, 0.22% hits;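 active = mean replicate score, as percent of positive control, at or above 50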
TRPC4 block – inhibitors of mouse TRPC4 channel, primary screen, Fluo4 calcium, HEK293 TRPC4beta/mu-opioid cells | Short transient receptor potential channel 4 (Mus musculus), Q9QUQ5 | DAMGO-evoked Fluo4 calcium flux; active compounds read low | B-score at 10 µM | 300,000 compounds, 0.39% hits | AID 2247, 2010;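 active = B-score over 3 SD under the library average, no early fluorescence shift, positive overall ratio signal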
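Signal: kinetic Fluo4 fluorescence imaging of calcium influx. Material: stable TRPC4beta/mu-opioid receptor HEK293 cells. Probe or stimulus: DAMGO in two steps, submaximal then maximal.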
MrgX1 agonist – agonists of human MrgX1 receptor, primary screen, HEK293 cells, Fluo-4 calcium flux; B-score at 10 µM; Mas-related G-protein coupled receptor member X1 (Homo sapiens), Q96LB2; 310,000 compounds, 0.44% hits; AID 588627, 2011; Fluo-4 calcium fluorescence, agonist mode; active compounds read high;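 active = calcium response B-score plate-corrected fluorescence ratio at least 3 library SD, with starting fluorescence B-score inside 5 SD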
Target sequence (Q96LB2 whole entry, looked up): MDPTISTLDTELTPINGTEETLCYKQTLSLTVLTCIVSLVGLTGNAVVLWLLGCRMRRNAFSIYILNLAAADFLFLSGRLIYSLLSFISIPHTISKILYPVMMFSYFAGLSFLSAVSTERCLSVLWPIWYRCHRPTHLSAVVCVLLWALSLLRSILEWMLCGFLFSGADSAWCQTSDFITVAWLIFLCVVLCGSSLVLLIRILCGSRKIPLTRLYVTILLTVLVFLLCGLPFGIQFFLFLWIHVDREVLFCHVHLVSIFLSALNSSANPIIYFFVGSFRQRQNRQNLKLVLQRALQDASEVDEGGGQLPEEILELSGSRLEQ
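Material: MrgX1-expressing HEK293 cells; input: 15,000 cells per well; doses: test compound given as first of three sequential additions; schedule: overnight plating before 1 h dye loading; technique: Fluo-4 NW calcium-flux fluorescence, kinetic read; evaluation: baseline-normalised fluorescence change ratio, B-scored; control set: plate-wise positive and negative controls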
MrgX1 PAM – positive allosteric modulators of MrgX1, primary screen, HEK293 cells, Fluo-4 calcium flux. Mas-related G-protein coupled receptor member X1 (Homo sapiens), Q96LB2. FDSS; active compounds read high. B-score at 10 µM. 310,000 compounds, 0.63% hits. AID 588675, 2011;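 active = plate-corrected calcium response at least 3 library SD above typical, normal starting fluorescence, not activating the receptor alone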;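 also: compound read alongside a low EC10 to EC30 dose of BAM8-22 agonist; peak minus trough fluorescence over baseline measured at the second addition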
RGS4 pot – RGS4 potentiators or activators, primary screen, cell-based, HEK293 M3R inducible RGS4, calcium flux; carbachol calcium flux Fluo4; active compounds read low; B-score at 10 µM; 310,000 compounds, 0.92% hits;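 active = B-score of the integrated calcium signal more than 4 SD below the library mean, with starting fluorescence not abnormally high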;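 also: negative B-score means reduced calcium response which marks RGS4 activation or potentiation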
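test system = HEK293 cells with stable M3R and inducible RGS4 | schedule = recording 10 s baseline at 1 Hz, 100 s post-agonist | technique = Fluo4-AM (2 µM) calcium-flux fluorescence, kinetic read | measure = Agonist-evoked peak-minus-minimum fluorescence over baseline, integrated ratio, B score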
MrgX1 antag – antagonists of human MrgX1 receptor, primary screen, HEK293 cells, Fluo-4 calcium flux; Mas-related G-protein coupled receptor member X1 (Homo sapiens), Q96LB2; BAM8-22 antagonism; active compounds read low; B-score at 10 µM; 310,000 compounds, 1.3% hits;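 active = calcium-response B-score plate-corrected more than 3 library SD below zero, starting fluorescence within 5 deviations, no agonist response on first addition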;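 also: peak minus trough fluorescence over baseline after final BAM8-22 challenge near maximal dose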
HIF activator – HIF pathway transcriptional activators, primary screen, cell-based, U2OS HRE-luciferase, luminescence; U2OS HRE-luciferase reporter; normalized: DMSO 0%, desferrioxamine 100%; activation, % at 7.5 µM (by protocol); 300,000 compounds, 0.32% hits;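 active = mean activation of at least 10% of the iron chelator positive control signal, with at least half of replicates also reaching 10%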
SKKanGAS inh – S. pyogenes SKKanGAS growth inhibitors in kanamycin, primary screen, streptokinase expression inhibitor project, SKKanGAS strain, BacTiter-Glo luminescence. 300,000 compounds, 1.3% hits. 6 h. AID 1662, 2009. inhibition, % at 7.5 µM;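 active = mean replicate score, as percent of positive control median, at least 50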;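 also: strain carries kanamycin resistance gene driven by streptokinase promoter and grows in 40 µg/ml kanamycin; loss of luminescence reflects streptokinase promoter inhibition or plain growth inhibition; 0% = median of DMSO wells and 100% = positive control at its reference dose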
RGS4 inh – RGS4 inhibitors, primary screen, cell-based, HEK293 M3R inducible RGS4, calcium flux. Fluo-4 calcium flux; active compounds read high; triggered by carbachol at its EC20. B-score at 10 µM. 310,000 compounds, 0.45% hits. AID 463165, 2010. Regulator of G-protein signaling 4 (Homo sapiens), P49798;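 active = B-score, a plate-corrected calcium signal, over three deviations above library mean, with baseline fluorescence within five deviations of library mean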;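 also: RGS4 expression induced by doxycycline in cells with stable M3 receptor; B-score is computed from the integrated fluorescence ratio over baseline after carbachol; higher B-score means a larger calcium signal and so more RGS4 inhibition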
Target sequence (P49798 whole entry, looked up): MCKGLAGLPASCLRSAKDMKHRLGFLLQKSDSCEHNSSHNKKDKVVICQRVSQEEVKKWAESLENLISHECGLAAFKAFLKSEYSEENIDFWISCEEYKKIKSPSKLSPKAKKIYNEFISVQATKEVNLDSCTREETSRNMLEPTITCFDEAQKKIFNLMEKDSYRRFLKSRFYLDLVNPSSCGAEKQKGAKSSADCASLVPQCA
* = called active by the depositor; i = inactive; x = not tested or not shown.

SMILES	TRPC6 inh	TRPC6 act	Platelet DG rel	TRPC4 block	MrgX1 agonist	MrgX1 PAM	RGS4 pot	MrgX1 antag	HIF activator	SKKanGAS inh	RGS4 inh
COc1ccccc1NC(=O)CCn1c(=S)oc2ccccc21	i	i	x	i	i	i	i	i	0.0	1	i
CCOC(=O)c1cnn(-c2ccc(C(C)C)cc2)c1NC(=O)C1CCC1	i	i	-12	i	i	i	i	i	1.2	2	i
COc1cccc(C(=O)NCCS(=O)(=O)N2CCC3(CC2)OCCO3)c1	i	i	-2	i	i	i	i	i	1.9	-2	i
CCn1c(=O)c([N+](=O)[O-])c(NCc2ccco2)c2ccccc21	i	i	7	i	i	i	i	i	1.2	-12	i
O=C(CSc1nnnn1C1CCCCC1)Nc1ccccc1F	i	i	22	i	i	i	i	i	0.4	-8	i
O=C(c1ccccc1)c1ccc2cc(O)ccc2c1	i	i	71*	i	i	i	i	i	2.7	11	i
O=C1C(=O)N(CCN2CCOCC2)C(c2ccc(Cl)c(Cl)c2)/C1=C(/O)c1ccc2c(c1)OCO2 (stereo not drawn)	i	i	-12	i	i	i	i	i	0.0	3	i
COc1ccc(CCC(C)NCc2ccccc2OC)cc1 (stereo not drawn)	i	i	-1	i	i	i	i	i	-0.8	2	i
CCN(CC)CCCn1c2c(c(SCC(=O)Nc3nc4ccccc4s3)nc1=O)CCC2	i	i	-3	i	i	i	i	i	0.7	3	i
NC(=O)[C@@H]1CC2(CC(c3cccc(NC(=O)CC(c4ccccc4)c4ccccc4)c3)=NO2)CN1C(=O)c1ccc(Cl)cc1 (stereo partly drawn)	i	i	-4	i	i	i	i	i	-0.4	42	i
CC(C)Cn1c2c(c(O)c(C(=O)Nc3ccc(F)cc3)c1=O)CCCC2	i	i	-4	i	i	i	i	i	-0.5	15	i
CC(C)=CCCC(C)N(C=O)C(C)CCC=C(C)C (stereo not drawn)	i	i	0	i	i	i	i	i	0.0	9	i
Cc1occc1C(=O)N/N=C/c1cnn(C)c1C	i	i	22	i	i	i	i	i	2.5	-1	i
Cn1nc(-c2ccc(Cl)cc2)c2cc(C(=O)NCCCN3CCOCC3)sc21	i	i	1	i	i	i	i	i	x	-3	i
COc1ccc(-c2nc3cc([N+](=O)[O-])ccc3o2)cc1	i	i	-1	i	i	i	i	i	0.4	-5	i
Cc1ccc(CNC(=O)CN2C(=O)c3ccccc3S2(=O)=O)cc1	i	i	-5	i	i	i	i	i	-1.6	-5	i
COc1ccc(NC(=O)CS(=O)(=O)c2ccc(Br)cc2)cc1	i	i	-4	i	i	i	i	i	-0.6	-1	i
CCC(OC(=O)c1nsc(Cl)c1Cl)C(=O)NCc1cccs1 (stereo not drawn)	i	i	0	i	i	i	i	i	-0.1	-3	i
CCN1C(=O)/C(=C/c2cc(C)n(C)c2C)SC1=Nc1ccc(OC)cc1	i	i	19	i	i	i	i	i	-0.1	-1	i
O=C1CCC/C(=N\NC(=O)c2ccc(CSc3cccc4cccnc34)cc2)C1	i	i	-1	i	i	i	i	i	-0.7	0	i
N#CCSc1ncccc1-c1nc2ccccc2[nH]1	i	i	5	i	i	i	i	i	-0.1	-1	i
COc1ccc(CCNc2cc(C)nc3c(-c4ccc(Cl)cc4)c(C)nn23)cc1OC	i	i	9	i	i	i	i	i	-0.5	30	i
O=C(NC1CCCC1)c1ccc([N+](=O)[O-])s1	i	i	-29	i	i	i	i	i	-50	-4	i
Clc1cc(Br)ccc1OCCCn1ccnc1	i	i	2	i	i	i	i	i	-0.5	0	i
C[C@H]1[C@H](C)CC[C@]2(C)CC[C@]3(C)C(=CC[C@@H]4[C@@]5(C)CC[C@@H](O)[C@](C)(C(=O)O)[C@@H]5CC[C@]43C)[C@H]12	i	i	-3	i	i	i	i	i	-0.3	102*	i

Next records.
SMILES	TRPC6 inh	TRPC6 act	Platelet DG rel	TRPC4 block	MrgX1 agonist	MrgX1 PAM	RGS4 pot	MrgX1 antag	HIF activator	SKKanGAS inh	RGS4 inh
CCOC(=O)c1cc(S(=O)(=O)N2CCC(C)CC2)cn1C	i	i	0	i	i	i	i	i	0.0	6	i
CC1(C)C=Cc2cc3ccc(=O)oc3cc2O1	i	i	0	i	i	i	i	i	1.8	3	i
c1ccc2[nH]c(CSc3ncnc4c3oc3ccccc34)nc2c1	i	i	2	i	i	i	i	i	1.7	-7	i
O=C1C2C3c4ccccc4C(c4ccccc43)C2C(=O)N1Cc1ccccn1 (stereo not drawn)	i	i	3	i	i	i	i	i	0.7	2	i
COc1cccc(CSc2nc3ccncc3[nH]2)c1	i	i	33	i	i	i	i	i	1.6	-14	i
CN(C)c1ccc(NC(=O)Oc2ccccc2)cc1	i	i	33	i	i	i	i	i	-7.4	-2	i
NC(=O)CSc1nnnn1-c1cccc(Cl)c1	i	i	10	i	i	i	i	i	-0.4	0	i
CCN(c1ccccc1)S(=O)(=O)c1cc(CN2C(=O)c3cccnc3C2=O)ccc1OC	i	i	0	i	i	i	i	i	-0.1	-1	i
O=C1CCCCC1Oc1ccc2ccc(=O)oc2c1 (stereo not drawn)	i	i	7	i	i	i	i	i	-1.3	0	i
CCC(CC)NC(=O)COC(=O)c1ccc2c(c1)C(=O)N(Cc1ccco1)C2=O	i	i	10	i	i	i	i	i	-0.1	5	i
O=C(Oc1ccc(=O)n(-c2ccccc2)n1)c1ccccc1	i	i	10	i	i	i	i	i	-0.7	-2	i
CCOC(=O)c1cnc(Nc2ccccc2)nc1C(F)(F)F	i	i	-2	i	i	i	i	i	4.3	-8	i
COC(=O)c1cc(C(=O)OC)cc(-n2c(C)cc(C(=O)COC(=O)CNS(=O)(=O)c3ccc(C)cc3)c2C)c1	i	i	5	i	i	i	i	i	1.3	27	i
CC(C)CCNC(=O)CN(C(=O)CCC(=O)Nc1nccs1)c1ccc2c(c1)OCCO2	i	i	4	i	i	i	i	i	-1.4	0	i
Cc1cccc(N2CCN(C(=O)c3nn(C)c4c3CS(=O)(=O)c3ccccc3-4)CC2C)c1 (stereo not drawn)	i	i	-1	i	i	i	i	i	0.2	0	i
Cc1ccc(NC(=O)C(=O)NC2CCCCC2)cc1	i	i	-31	i	i	i	i	i	1.8	-10	i
CCOc1ccccc1CNC(=O)C1CCN(c2nn3c(=O)cc(C)nc3s2)CC1	i	i	-3	i	i	i	i	i	0.2	9	i
COc1ccc(C(=O)O)c(OC)n1	i	i	2	i	i	i	i	i	-0.3	-7	i
O=C(/C=C/c1ccccc1)c1ccccn1	i	i	19	i	39*	i	i	i	1.7	1	i
COc1cccc(C(=O)N/N=C/c2ccc(OC)c(COc3ccccc3C(N)=O)c2)c1	i	i	23	i	i	i	i	i	0.3	-1	i
Cc1ccc(-n2c(SCC(=O)Nc3ccc4c5c(cccc35)CC4)nc(O)c(C)c2=O)cc1	i	i	-4	i	i	i	i	i	0.0	-10	i
Cc1nnc(SC(C)C(=O)Nc2ccc(S(=O)(=O)N3CCCCC3)cc2)s1 (stereo not drawn)	i	i	x	i	i	i	i	i	-0.2	6	i
O=C(Nc1ccccc1)N1CCN(c2cccc(C(F)(F)F)c2)CC1	i	i	8	i	i	i	i	i	0.3	1	i
C#CCn1c(S(=O)(=O)Cc2ccc(C)cc2)nc(-c2ccccc2)c1-c1ccccc1	i	i	-8	i	i	i	i	i	-0.6	-5	i
C/C(=N/NC(=O)c1cccc(Br)c1)C1CC2CCC1C2 (stereo not drawn)	i	i	10	i	i	i	i	i	0.4	-4	i

Next records.
SMILES	TRPC6 inh	TRPC6 act	Platelet DG rel	TRPC4 block	MrgX1 agonist	MrgX1 PAM	RGS4 pot	MrgX1 antag	HIF activator	SKKanGAS inh	RGS4 inh
COc1ccc2nc(SCC(=O)N3CCCCC3)c(C#N)cc2c1	i	i	-3	i	i	i	i	i	2.1	-1	i
CCN(Cc1cc(=O)n2ccsc2n1)Cc1nc2cc(OC)c(OC)cc2c(=O)[nH]1	i	i	2	i	i	i	i	i	-0.1	5	i
Cn1nc(C(C)(C)C)cc1C(=O)NCc1ccc(N2CCCC2=O)cc1	i	i	2	i	i	i	i	i	0.0	-12	i
CC(CC(=O)N1CCN(c2cccc(Cl)c2)CC1)S(=O)(=O)c1ccc2c(c1)NC(=O)CO2 (stereo not drawn)	i	i	8	i	i	i	i	i	-0.2	1	i
COc1cc(/C=C(\C#N)c2[nH]nc(N)c2C#N)cc(OC)c1O	i	i	6	i	i	i	i	i	-0.3	10	i
COc1ccc(Cl)cc1NC(=O)COC(=O)/C=C/c1c(C)nn(C2CCS(=O)(=O)C2)c1Cl (stereo not drawn)	i	i	4	i	i	i	i	i	0.8	10	i
CCOC(=O)C1(CC2CC2)CCN(Cc2cnc(-c3ccccc3C)nc2)CC1	i	i	-12	i	i	i	i	i	-1.3	0	i
Cc1ccc(C(=O)NNC(=O)Cc2csc(-c3csc(C)n3)n2)cc1	i	i	-8	i	i	i	i	i	0.4	-2	i
Cc1ccc(F)cc1CNC(=O)C1CCC(=O)N(CC2CCCCC2)C1 (stereo not drawn)	i	i	-1	i	i	i	i	i	-0.1	-1	i
Cc1cnc(NC(=O)c2cc3ccccc3o2)s1	i	i	9	i	i	i	i	i	-3.2	0	i
NNC(=O)c1cc(O)c(O)c(O)c1	i	i	-3	i	i	i	i	i	-0.4	-3	i
CCn1c(C(=O)O)c(CC(=O)Nc2cccc(C(F)(F)F)c2)c2ccccc21	i	i	3	i	i	i	i	i	1.1	14	i
Cc1nn(-c2ccccc2)c(C)c1NC(=O)COC(=O)c1ccc(S(=O)(=O)C(F)F)cc1	i	i	-2	i	i	i	i	i	-17	-4	i
